SENP1 inh – blocks the human SENP1 SUMO protease catalytic domain | recombinant SENP1 catalytic domain, CyPet-SUMO1-YPet FRET cleavage | 360,000 tested, 0.21% active | inhibition, % at 10 µM | Q9P0U3;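 active = inhibition at least 30% at 10 µM, raw YFP signal under a set limit, fluorescence ratio 0.5 to 1.5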;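 note: 0% = enzyme with DMSO and 100% = no enzyme wells; some results filed as inactive read as strong as hits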
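Test system: recombinant human SENP1 catalytic domain, His6-tagged / Medium: pH 8 Tris buffer with EDTA, NaCl, BME, BSA, NP40, catalase / Also added: SUMO1 FRET substrate flanked by Cypet and Ypet, 25 nM / Times: 50 min reaction at room temperature / Signal: FRET, CFP and YFP emission / Control set: no-enzyme low control and enzyme-plus-DMSO high control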
SENP8 block-1 – SENP8 (human) protease inhibition | Q96LD8 | recombinant SENP8, Nedd8 substrate fluorescence | inhibition, % at 20 µM | 360,000 tested, 0.64% active | AID 602440; in the data active = inhibition mostly above about 40%, no sharp cut-off; inactive = mostly below about 27%
SENP7 inh – inhibitors of human SENP7 protease; Q9BQF6; recombinant SENP7, Z-RLRGG-aminoluciferin luminescence, 40 min; inhibition, % at 5 µM; 330,000 tested, 1.5% active;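 active = inhibition above about 50% at the single test dose, limit read from the data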;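 note: plate controls were DMSO with enzyme for no effect and no enzyme buffer wells for full effect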
APOBEC3G inh – APOBEC3G (human) deaminase inhibition | 330,000 tested, 0.28% active | AID 493012 | recombinant A3G, ssDNA deamination FAM/TAMRA fluorescence | Q9HC16 | inhibition, % at 20 µM;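 active = inhibition of at least 40% at 20 µM, with no more than 30% in the related APOBEC3A deaminase screen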;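 note: plate controls were DMSO wells with A3G for no effect and wells lacking A3G enzyme for full effect; some compounds called inactive have numbers as strong as hits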
Target sequence (Q9HC16 whole entry, looked up): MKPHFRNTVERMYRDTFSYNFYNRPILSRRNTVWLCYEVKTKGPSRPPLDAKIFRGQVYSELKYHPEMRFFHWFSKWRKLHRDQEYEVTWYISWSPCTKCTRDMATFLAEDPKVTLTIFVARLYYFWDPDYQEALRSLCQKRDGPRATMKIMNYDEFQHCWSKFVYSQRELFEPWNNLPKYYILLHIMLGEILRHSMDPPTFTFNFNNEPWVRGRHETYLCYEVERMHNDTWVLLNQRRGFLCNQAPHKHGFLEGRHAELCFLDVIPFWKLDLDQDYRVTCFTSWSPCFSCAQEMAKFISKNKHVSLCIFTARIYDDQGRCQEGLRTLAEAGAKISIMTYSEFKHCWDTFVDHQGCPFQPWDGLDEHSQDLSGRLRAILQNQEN
SENP8 block-2 – inhibitors of human SENP8 protease. Q96LD8. purified SENP8, Z-RLRGG-aminoluciferin cleavage, luminescence. inhibition, % at 10 µM. 330,000 tested, 1.2% active. AID 2540; in the data active = inhibition above about 50%
SENP6 inh – blocks the human protease SENP6 | Recombinant SENP6 catalytic domain, aminoluciferin luminescence | inhibition, % at 10 µM | 330,000 tested, 1.8% active;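 active = inhibition above about 50% at the single tested dose, limit read from the data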;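 note: plate controls were DMSO wells with enzyme for no effect and DMSO wells lacking enzyme for full effect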
Target sequence (Q9GZR1 628-1112 limits assumed): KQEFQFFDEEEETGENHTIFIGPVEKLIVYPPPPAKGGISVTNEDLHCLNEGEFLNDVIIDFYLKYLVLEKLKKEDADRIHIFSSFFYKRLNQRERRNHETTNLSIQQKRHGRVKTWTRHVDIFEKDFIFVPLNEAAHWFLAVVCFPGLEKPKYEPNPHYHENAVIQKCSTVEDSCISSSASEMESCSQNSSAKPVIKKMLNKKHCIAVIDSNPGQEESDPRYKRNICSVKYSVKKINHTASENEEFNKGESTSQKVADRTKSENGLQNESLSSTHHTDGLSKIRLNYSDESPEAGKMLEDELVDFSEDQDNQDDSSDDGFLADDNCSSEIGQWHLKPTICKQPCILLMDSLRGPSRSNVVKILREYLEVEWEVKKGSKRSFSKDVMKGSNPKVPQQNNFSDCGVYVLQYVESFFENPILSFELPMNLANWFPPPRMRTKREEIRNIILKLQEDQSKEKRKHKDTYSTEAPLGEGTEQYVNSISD
Apaf-1 inh – human Apaf-1 inhibition; inhibition, % at 20 µM; 330,000 tested, 0.71% active; reconstituted apoptosome caspase-3 activity, DEVD-Rh110 fluorescence; active = inhibition of at least 40% at 20 µM;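 note: plate controls were DMSO wells for no effect and DEVD-CHO caspase inhibitor wells for full effect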
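detection = Rh110 fluorescence intensity | test system = biochemical Apaf-1 apoptosome reconstitution | also added = cytochrome c and DEVD-Rh110 substrate | schedule = 30 min plus 50 min, RT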
UBC13 inh – inhibitors of human UBC13 polyubiquitin chain formation; P61088; TR-FRET; inhibition, % at 20 µM; 330,000 tested, 0.47% active; AID 485273; in the data active = inhibition above about 45%, passing the limit was not always enough
Target sequence (P61088 whole entry, looked up): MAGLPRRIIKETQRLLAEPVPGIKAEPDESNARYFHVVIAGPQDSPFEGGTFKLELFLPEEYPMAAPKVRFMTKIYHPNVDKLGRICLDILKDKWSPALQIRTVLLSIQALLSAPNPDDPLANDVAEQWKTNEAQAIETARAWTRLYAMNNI
The depositor's hits bear a star; · = no result given.

1) O=C(Cc1ccc(F)cc1)Oc1ccc(C(=S)N2CCCC2)cc1
2) O=C1c2ccc3c4c(ccc(c24)C(=O)N1NC(=O)C(F)(F)F)CC3
3) CC(C)(C)C(=O)CSc1nc2c(c(-c3cccs3)c1C#N)CCC2
4) COc1nc(-c2cnccn2)sc1C
5) Cc1c(C)c2c(OCC(=O)N3CCC(C(=O)NCC(C)C)CC3)cc3c(c2oc1=O)CCC(C)(C)O3
6) Cc1ccc(N2CC(C(=O)OCC(=O)c3ccc[nH]3)CC2=O)cc1 (stereo unspecified)
7) O=S(=O)(c1ccc(F)cc1)N1CCN(C(=S)NCc2ccccc2)CC1
8) COc1ccc(C2CC(c3cccs3)=NN2S(C)(=O)=O)cc1OC (stereo unspecified)
Compound	1	2	3	4	5	6	7	8
SENP8 block-1	18	-252	-222	-109	-472	-1	14	-6
SENP8 block-2	-22	4	-2	6	2	2	7	7
Apaf-1 inh	6	3	-4	-10	3	4	6	-13
SENP1 inh	2	0	-17	0	0	-6	1	-11
SENP7 inh	-12	-14	-5	2	1	0	10	-8
APOBEC3G inh	-8	8	-5	-6	-8	-5	3	-9
UBC13 inh	0	-18	34	10	15	0	0	-1
SENP6 inh	-21	-14	5	-22	-9	-3	6	4

9) Cc1ccc(Cl)cc1N1CCN(C(=O)c2noc(C(C)C)c2[N+](=O)[O-])CC1
10) CC1=C(c2ccc(C)cc2)S(=O)(=O)N(CC(=O)O)C1=O
11) O=C(N/N=C/c1ccccc1[N+](=O)[O-])c1ccc(CN2CCOCC2)cc1
12) Cc1ccc(C(=O)NCCc2nnc3ccc(SCC(=O)N4CCCCC4)nn23)cc1
13) Cc1ccc(S(=O)(=O)Nc2ccccc2CNC2CCCCC2)cc1
14) CC1Cc2cc(S(=O)(=O)N3CCN(C)CC3)ccc2N1C(=O)C1CC1 (stereo unspecified)
15) Cc1ccc(C)c(NC(=S)NNC(=O)c2sccc2C)c1
16) N#Cc1cccc(C(=O)Nc2ccccc2C(=O)NC2CC2)c1
Compound	9	10	11	12	13	14	15	16
SENP8 block-1	8	12	-16	-7	6	12	-3	8
SENP8 block-2	2	2	-6	-3	-10	0	32	-11
Apaf-1 inh	13	-14	-21	-3	18	8	-5	-1
SENP1 inh	5	1	0	-2	0	1	-2	0
SENP7 inh	2	3	-1	-4	-6	-14	46	17
APOBEC3G inh	3	-4	-7	0	13	-2	-5	-9
UBC13 inh	-3	4	-7	-2	-17	-6	7	6
SENP6 inh	-9	6	3	-16	-17	-2	50	-14

17) CCN(C(=O)CSc1nnc(-c2ccc(C)cc2)n1N)c1c(N)n(Cc2ccccc2)c(=O)[nH]c1=O
18) CN(CC(=O)NC1CCCCCC1)S(=O)(=O)c1cnc[nH]1
19) OC[C@@H](O)[C@@H](O)CO
20) Cn1nnc2cc(C(=O)N3CCC(c4ccccc4)C3)ccc21 (stereo unspecified)
21) COC(=O)C(C)Sc1nc(NCc2ccccc2)nc(N(C)C)n1 (stereo unspecified)
22) COCCNCC(=O)Nc1ccc(C)c(S(=O)(=O)N2CCCCC2)c1
23) COc1ccc(CNCC(C)NCc2ccc(OC)c(OC)c2)cc1OC (stereo unspecified)
24) O=C(CN1CCN(S(=O)(=O)c2ccc(Cl)cc2)CC1)Nc1ccc2c(c1)OCO2
Compound	17	18	19	20	21	22	23	24
SENP8 block-1	11	-5	29	10	12	6	17	11
SENP8 block-2	-5	-11	2	-1	5	-6	-5	-6
Apaf-1 inh	0	-5	-4	6	12	8	1	14
SENP1 inh	3	-1	0	1	1	1	0	2
SENP7 inh	-8	4	5	0	-4	-6	-1	7
APOBEC3G inh	-10	5	-3	-5	-8	-3	-3	-5
UBC13 inh	0	-1	6	-5	-8	-17	4	2
SENP6 inh	-15	-2	8	-9	19	-3	4	4

In a second layout: entries from further up.
No.	SMILES	SENP8 block-1	SENP8 block-2	Apaf-1 inh	SENP1 inh	SENP7 inh	APOBEC3G inh	UBC13 inh	SENP6 inh
17	CCN(C(=O)CSc1nnc(-c2ccc(C)cc2)n1N)c1c(N)n(Cc2ccccc2)c(=O)[nH]c1=O	11	-5	0	3	-8	-10	0	-15
18	CN(CC(=O)NC1CCCCCC1)S(=O)(=O)c1cnc[nH]1	-5	-11	-5	-1	4	5	-1	-2
19	OC[C@@H](O)[C@@H](O)CO	29	2	-4	0	5	-3	6	8
20	Cn1nnc2cc(C(=O)N3CCC(c4ccccc4)C3)ccc21 (stereo unspecified)	10	-1	6	1	0	-5	-5	-9
21	COC(=O)C(C)Sc1nc(NCc2ccccc2)nc(N(C)C)n1 (stereo unspecified)	12	5	12	1	-4	-8	-8	19
22	COCCNCC(=O)Nc1ccc(C)c(S(=O)(=O)N2CCCCC2)c1	6	-6	8	1	-6	-3	-17	-3
23	COc1ccc(CNCC(C)NCc2ccc(OC)c(OC)c2)cc1OC (stereo unspecified)	17	-5	1	0	-1	-3	4	4

Additional compounds
25) CC(NC(=O)CNC(=O)c1ccccc1Br)c1cccs1 (stereo unspecified)
26) CN(C)CCCN(C(=O)c1sc2ccccc2c1Cl)c1nc2c(F)cccc2s1
27) CCn1cc(/C=N\NC(=O)C2(C)CC2(Cl)Cl)c(C)n1 (stereo unspecified)
28) CC(=O)Nc1ccc(/C(C)=N/NC(=O)CN(c2ccccc2Br)S(C)(=O)=O)cc1
29) COc1ccccc1C(CNC(=O)c1cccc(NS(=O)(=O)c2ccc(Br)cc2)c1)N(C)C (stereo unspecified)
30) COc1ccc(CCC(=O)Nc2ncc(C)s2)cc1
31) Cc1ccc(C(=O)Nc2cccc(C(=O)N3CCOCC3)c2)cc1Cl
32) NC(=O)CC(NC(=O)c1ccccc1)c1ccc(N2CCC(Br)CC2)c([N+](=O)[O-])c1 (stereo unspecified)
Compound	25	26	27	28	29	30	31	32
SENP8 block-1	3	15	4	18	1	10	6	13
SENP8 block-2	-1	-8	1	-4	-11	5	7	-10
Apaf-1 inh	3	6	1	8	12	0	-12	1
SENP1 inh	1	2	2	3	-3	3	0	-1
SENP7 inh	-4	-4	2	-5	-7	-3	4	0
APOBEC3G inh	-3	-2	-1	-7	-16	-5	-6	-6
UBC13 inh	5	0	4	-4	5	-3	4	-15
SENP6 inh	1	-6	5	-4	-23	7	-8	3

33) COCCCn1c(=O)/c(=C\c2ccccc2OC(F)F)s/c1=C(/C#N)C(=O)NCCOC
34) COc1cc(C2C(C#N)=C(N)N(N(C)C)C3=C2C(=O)CC(C)(C)C3)cc(OC)c1OC (stereo unspecified)
35) c1ccc2c(CN3CCCCC3)csc2c1
36) COc1ccc(NC(=O)CCCN2C(=O)C(c3ccccc3)Oc3cccnc32)cc1OC (stereo unspecified)
37) Cc1ccccc1C(=O)NC(=S)Nc1sc2c(c1C#N)CCCC2
38) CSc1nnc(C)c(/C=C/Nc2ccc(F)cc2)n1
39) Nc1c2c(nc3cccc(Cl)c13)N(c1ccccc1)CC2
40) N#C/C(=C/c1ccccc1)C(=O)NCc1ccccc1
Compound	33	34	35	36	37	38	39	40
SENP8 block-1	-26	9	15	5	25	-2	-40	8
SENP8 block-2	-1	-2	3	1	-6	-1	-11	2
Apaf-1 inh	5	-2	-11	2	17	9	2	12
SENP1 inh	-11	3	1	1	-2	-20	55*	0
SENP7 inh	12	7	-3	7	3	15	-3	8
APOBEC3G inh	-2	-3	-5	-5	-2	-1	-8	-9
UBC13 inh	24	-3	3	-1	-12	-23	10	13
SENP6 inh	-5	-1	3	-1	-6	15	-22	0

41) O=C(Nc1ccc(OCC(=O)N2CCOCC2)cc1)c1cc(F)c(F)cc1Cl
42) CCc1cccc2c3c([nH]c12)C(CC)(CC(=O)O)OCC3 (stereo unspecified)
43) COc1ccc(Cn2c(C)c(C)c(C#N)c2NC(=O)Nc2ccc(F)cc2)cc1
44) CNC(=O)C(=O)Nc1ccc(C)cc1C
45) O=C(N/N=C\c1ccc(Cl)s1)c1cccs1
46) O=C(O)COc1ccccc1/C=N/NC(=O)c1cccc(S(=O)(=O)Nc2cccc(Cl)c2)c1
47) CCc1ccc(S(=O)(=O)Nc2nnc(N)s2)cc1
48) O=C(c1ccc(S(=O)(=O)NCC2CCCO2)cc1)N1CCN(c2ccccc2F)CC1 (stereo unspecified)
Compound	41	42	43	44	45	46	47	48
SENP8 block-1	7	-14	20	13	-47	-18	11	-5
SENP8 block-2	-1	-2	-6	-6	-10	-18	8	-8
Apaf-1 inh	-1	-5	9	-3	10	1	-2	-4
SENP1 inh	1	-6	-1	2	0	1	1	3
SENP7 inh	5	4	1	-6	15	-6	1	2
APOBEC3G inh	-7	-3	1	-5	-4	-9	-5	-6
UBC13 inh	3	-11	-7	2	-12	-12	0	-7
SENP6 inh	-32	9	-3	-5	32	-7	1	-5

SENP1 inh: entries above that show a hit
cpd	structure	SENP1 inh	SENP7 inh	APOBEC3G inh	UBC13 inh	SENP6 inh
39	Nc1c2c(nc3cccc(Cl)c13)N(c1ccccc1)CC2	55*	-3	-8	10	-22

The list continues:
49) CCOC(=O)c1cc(-c2cc3ccccc3o2)n[nH]1
50) CCOc1ccc(N=C2NC(=O)C(CC(=O)Nc3ccc(OC)cc3)S2)cc1 (stereo unspecified)
51) O=C(NCCCn1ccnc1)/C(=C\c1cccnc1)NC(=O)c1cccc(Br)c1
52) Cc1noc(C(=O)N2CCN(c3ccc(F)cc3)CC2)c1Cl
53) Cc1ccc(S(=O)(=O)N2C[C@@H]3CCCC[C@@H]3[C@@H](C)[C@H]2CC(=O)c2ccccc2)cc1
54) COc1cc(C(CCN2CCCC2)c2c(OC)cc(OC)c3c(C)cc(=O)oc23)cc(OC)c1OC (stereo unspecified)
55) COc1ccc(C(Cl)=C(c2ccc(OC)cc2)c2ccc(OC)cc2)cc1
56) COC(=O)c1cc(-c2ccccc2)nc2nc(SC)[nH]c(=O)c12
Compound	49	50	51	52	53	54	55	56
SENP8 block-1	-8	12	16	0	8	-61	1	-305
SENP8 block-2	33	-2	3	-11	·	-8	1	-5
Apaf-1 inh	4	-12	-12	2	21	2	17	0
SENP1 inh	0	1	2	1	4	0	1	-4
SENP7 inh	54*	8	3	7	6	-7	-2	-11
APOBEC3G inh	1	-6	-6	-10	7	-7	2	1
UBC13 inh	7	3	0	-5	·	13	2	7
SENP6 inh	72*	3	7	-9	·	-8	5	-19

57) CC(C)OC(=O)c1ccc(NC(=S)NC(=O)c2cncc(Br)c2)cc1
58) CCCS(=O)(=O)c1nc(S(=O)(=O)c2ccc(C)cc2)c(NCCCn2ccnc2)s1
59) Cc1cc2ccccn2c1C(=O)c1ccc([N+](=O)[O-])cc1[N+](=O)[O-]
60) COc1ccc(C(=O)NCC(=O)OCC(=O)NC2CCCC2)cc1
61) Cc1cc(OCC(=O)N2CCN(c3ncccn3)CC2)ccc1Cl
62) COc1ccccc1-n1nnnc1SCc1cc2c(cc1Br)OCO2
63) O=C(COC(=O)c1ccc(Cl)c(S(=O)(=O)N2CCOCC2)c1)Nc1ccc2[nH]c(=O)[nH]c2c1
Compound	57	58	59	60	61	62	63
SENP8 block-1	17	17	22	12	-56	3	-4
SENP8 block-2	-6	3	-6	-5	-4	-3	-2
Apaf-1 inh	13	15	7	-2	0	11	-36
SENP1 inh	2	0	1	3	-1	0	0
SENP7 inh	-7	-1	-4	-9	-2	-6	8
APOBEC3G inh	-10	1	-2	-10	-8	-2	-3
UBC13 inh	7	-8	-16	-3	13	0	0
SENP6 inh	5	-2	12	-13	4	-4	-7

From PubChem
